# DNMT1 block: human DNMT1 methyltransferase inhibitors, primary screen, biochemical, molecular beacon, fluorescence, HinP1I cleavage, uHTS; inhibition (reported as % activation of signal), % at 10 µM; 360,000 tested, 0.83% active; in the data active = inhibition above about 50%
# LMPTP inh: LMPTP phosphatase inhibitors, primary screen, biochemical, fluorescence intensity, uHTS; recombinant LMPTP-A, OMFP fluorogenic substrate; inhibition, % at 20 µM; 360,000 tested, 0.22% active;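 active = compounds that cut the enzyme signal by at least half of the control window in the single-dose screen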;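 also: plate controls were DMSO wells with enzyme plus substrate for no effect and substrate without enzyme for full effect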
#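 Test system: LMPTP-A, protein tyrosine phosphatase of low molecular weight; Input: 0.625 nM enzyme; Incubation: 50 min dark incubation at room temperature; Signal: endpoint fluorescence intensity from OMFP dephosphorylation; Read-out basis: % inhibition versus control wells.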
# MsrA inh: bovine MsrA enzyme inhibitors, primary screen, biochemical, absorbance, HTS | Methionine sulfoxide reductase A (Bos taurus) | purified bovine MsrA, absorbance read-out | inhibition, % at 15.5 µM | 360,000 tested, 0.75% active | AID 651718, 2012; in the data active = inhibition above about 4.5%;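 also: 0% = vehicle wells with enzyme and 100% = reference inhibitor wells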
# bovine MsrA act: bovine MsrA enzyme activators, primary screen, biochemical, absorbance, HTS | 360,000 tested, 0.3% active | purified bovine MsrA, absorbance read-out | activation, % at 10.6 µM | Methionine sulfoxide reductase A (Bos taurus) | AID 602163, 2012; in the data active = activation above about 7.5%;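 also: 0% = vehicle and 100% = reference activator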
# Scp1 inh: Scp-1 phosphatase inhibitors, primary screen, biochemical, colorimetric, uHTS; 340,000 tested, 0.88% active; Carboxy-terminal domain RNA polymerase II polypeptide A small phosphatase 1 (Homo …; Recombinant Scp1, phosphopeptide, malachite green phosphate absorbance; inhibition, % at 20 µM;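 active = inhibition above about 50% at 20 µM, limit read from the data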;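 also: plate controls were DMSO wells with enzyme for no effect and wells lacking enzyme for full effect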
# Target sequence (Q9GZU7 76-261 limits assumed): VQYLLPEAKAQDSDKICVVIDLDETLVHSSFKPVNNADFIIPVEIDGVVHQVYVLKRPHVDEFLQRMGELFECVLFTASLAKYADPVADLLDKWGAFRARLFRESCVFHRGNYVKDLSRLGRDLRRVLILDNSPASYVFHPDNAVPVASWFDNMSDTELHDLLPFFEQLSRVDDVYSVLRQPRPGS
#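 System: truncated SCP-1 phosphatase (76-261aa); medium: Tris acetate buffer pH 5.5 with MgCl2 and Tween-20; incubation: 45 min room-temperature reaction, 5 min colour, 30 min stabiliser; compound: single 20 µM dose, 1% DMSO; reagent: Phosphorylated 17-residue peptide substrate; read-out: % inhibition at 20 µM; technique: colorimetric free-phosphate detection, absorbance 630 nm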
# TbMetRS inhib: T. brucei MetRS inhibitors, primary screen, biochemical, luminescence | methionyl-tRNA synthetase (Trypanosoma brucei brucei) | purified T. brucei MetRS, ATP depletion, Kinase-Glo luminescence | inhibition, % at 11.9 µM | 360,000 tested, 0.4% active | AID 624268, 2012;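 active = inhibition above a per-plate cutoff of the control wells' mean inhibition plus 3 SD, cut at about 5.5% in these data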;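 also: 0% = DMSO wells median and 100% = median of wells with control inhibitor compound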
#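 assay system = parasite MetRS enzyme | timing = 15 min preincubation, 2 h reaction, all 25 °C | evaluation = percent inhibition relative to median high and low control wells | medium = HEPES buffer containing pyrophosphatase, BSA, spermine, DTT | compound = single dose, 11.9 µM final nominal, 0.9% final DMSO | detection = Kinase-Glo luminescence, ATP depletion format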
# CendR NRP1 mod: modulators of CendR peptide binding to NRP-1, primary screen, biochemical, fluorescence polarization, uHTS | Neuropilin-1 (Homo sapiens), O14786 | FAM-RPARPAR peptide binding to NRP-1 | inhibition, % at 25 µM | 360,000 tested, 0.85% active | AID 602438, 2012;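 active = inhibition or corrected inhibition above about 18%, plus a signal ratio from 0.5 to 1.5, limit read from the data, passing the limit was not always enough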; also: strong numbers were not always called active
# Target sequence (O14786 whole entry, looked up): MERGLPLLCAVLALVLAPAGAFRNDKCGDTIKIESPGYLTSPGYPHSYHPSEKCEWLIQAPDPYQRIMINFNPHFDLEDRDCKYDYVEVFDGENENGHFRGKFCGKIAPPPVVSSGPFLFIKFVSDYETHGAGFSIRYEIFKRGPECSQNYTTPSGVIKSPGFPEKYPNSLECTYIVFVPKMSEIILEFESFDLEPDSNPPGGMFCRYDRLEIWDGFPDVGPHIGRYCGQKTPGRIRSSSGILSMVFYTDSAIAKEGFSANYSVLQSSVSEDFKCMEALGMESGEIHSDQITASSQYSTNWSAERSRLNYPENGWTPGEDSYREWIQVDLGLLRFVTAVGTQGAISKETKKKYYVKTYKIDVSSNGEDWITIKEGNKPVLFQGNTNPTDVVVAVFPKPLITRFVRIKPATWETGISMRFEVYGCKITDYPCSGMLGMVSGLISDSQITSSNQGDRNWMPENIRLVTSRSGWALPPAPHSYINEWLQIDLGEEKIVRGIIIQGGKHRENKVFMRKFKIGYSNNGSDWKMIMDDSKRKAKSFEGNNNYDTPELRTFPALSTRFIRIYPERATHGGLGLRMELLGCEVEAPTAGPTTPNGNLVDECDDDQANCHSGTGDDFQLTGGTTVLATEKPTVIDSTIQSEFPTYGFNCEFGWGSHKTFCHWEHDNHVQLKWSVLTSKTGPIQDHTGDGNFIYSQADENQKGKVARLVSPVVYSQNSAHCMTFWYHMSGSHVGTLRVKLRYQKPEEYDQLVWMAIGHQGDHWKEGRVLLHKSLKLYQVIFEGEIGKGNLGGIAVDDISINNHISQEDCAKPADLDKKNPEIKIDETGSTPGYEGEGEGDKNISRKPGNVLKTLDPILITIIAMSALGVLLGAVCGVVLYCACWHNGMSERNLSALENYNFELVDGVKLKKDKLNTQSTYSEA
# SUMO1 PPI mod: modulators of SUMO1 protein-protein interactions, primary screen, biochemical, uHTS; Small ubiquitin-related modifier 1 (Homo sapiens), P63165; SUMO1 binding to a labelled peptide, TR-FRET, 1 h; inhibition, % at 20 µM; 360,000 tested, 0.33% active; AID 602429, 2012; in the data active = inhibition above about 37%
# E coli Lon inh: inhibitors of E. coli Lon protease, primary screen, biochemical, fluorescence polarization. P0A9M0. purified E. coli Lon protease. inhibition, % at 7.94 µM. 360,000 tested, 0.42% active. AID 602123, 2011; in the data active = inhibition above about 13%, passing the limit was not always enough;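 also: 0% = enzyme with probe and DMSO and 100% = no enzyme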
# STEP inh: STEP phosphatase inhibitors, primary screen, biochemical, fluorescence intensity, uHTS; inhibition, % at 20 µM; AID 588621, 2011; recombinant STEP, OMFP fluorogenic substrate; 360,000 tested, 0.25% active; Tyrosine-protein phosphatase non-receptor type 5 (Homo sapiens), P54829;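 active = inhibition at 20 µM, scaled per plate between control wells, above about 37%, limit read from the data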;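 also: 0% = DMSO with enzyme and substrate and 100% = substrate only without enzyme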
#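 Assay system: isolated STEP enzyme. Buffer or medium: pH 6.0 Bis-Tris with DTT and Tween 20. Also added: fluorogenic phosphatase substrate OMFP at 25 µM final. Dosing: 20 µM, 1% DMSO. Timing: 20 min reaction, room temperature, in the dark. Measured by: fluorescence intensity, excitation 480 nm, emission 540 nm. Evaluation: normalized % inhibition.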
# * = called active by the depositor; . = not tested or not shown; & = joins results of further samples.
# Fields – DNMT1 block	LMPTP inh	MsrA inh	bovine MsrA act	Scp1 inh	TbMetRS inhib	CendR NRP1 mod	SUMO1 PPI mod	E coli Lon inh	STEP inh
Cc1cccc(Nc2nc(N3CCOCC3)nc(N3CCOCC3)n2)c1
    -10	3.8	1.3	-1	-3	-0.3	3	2	-1	-1
O=C(NCc1ccccc1C(F)(F)F)C1CC(c2cc(C(F)(F)F)cc(C(F)(F)F)c2)=NO1 (stereo not drawn)
    7	-1.1	0.3	-3	-8	-0.3	-5	1	-10	1
CCCC1(CCC)NC(=O)N(CC(=O)N2CCN(C(=O)c3ccco3)CC2)C1=O
    1	0.0	-1.3	-1	-4	-0.5	5	1	-1	-3
CCOC(=O)c1[nH]c2ccc(OC)cc2c1NC(=O)c1ccc(OC)c(OC)c1
    8	0.0	-0.4	-3	-10	0.9	-7	5	4	12
Nc1nc(SCC(=O)NCC2CCCO2)n[nH]1 (stereo not drawn)
    11	-1.9	-0.9	-6	-2	0.8	-2	-1	-3	1
CCCC(=O)N(CCN1CCOCC1)c1nc2ccc(OCC)cc2s1
    -1	0.2	-0.8	-4	-2	0.3	10	-3	2	-2
CCCN(CC(=O)Nc1ccccc1Br)CC(=O)Nc1ccc(F)c(F)c1F
    2	0.8	0.9	-2	-7	0.6	-5	2	-1	0
O=S(=O)(Cc1ccccc1)N1CCN(C/C=C/c2ccccc2)CC1
    0	-0.2	-1.1	-1	3	-1.0	0	-2	0	-3
CCOc1ccc(S(=O)(=O)Nc2cccc(C(=O)N3CC(C)OC(C)C3)c2)cc1 (stereo not drawn)
    -3	-0.9	-1.1	-3	-1	-0.6	0	1	-3	-2
COc1ccc(-c2nc3cccc(C)n3c2NCC2CCCO2)cc1O (stereo not drawn)
    0	15	1.0	-9	0	-0.6	-2	-1	5	-3
COc1ccc(S(=O)(=O)Nc2ccc3c(c2)C(=O)N([C@H](C)CO)C[C@H](C)[C@@H](CN(C)C(=O)Nc2ccccc2)O3)cc1
    0	-0.5	-0.6	-13	-6	-0.1	8	3	0	-2
CCOc1ccccc1NC(=S)Nc1ccc(S(N)(=O)=O)cc1
    -5	-0.3	0.6	-8	1	-0.6	1	0	-1	1
O=C(CN(C(=O)c1csnn1)c1cccc(C(F)(F)F)c1)NC1CCCC1
    6	0.3	0.2	-11	5	-1.3	10	1	7	-3
CCc1ccccc1NC(=O)NC1CC2CCC(C1)N2Cc1cccs1 (stereo not drawn)
    1	-0.6	0.5	0	-8	-0.7	-14	7	4	1
C[C@H]1CN([C@@H](C)CO)C(=O)CCCn2nncc2CO[C@H]1CN(C)S(=O)(=O)c1ccc(Cl)cc1
    0	-1.8	1.2	-6	.	-2.0	-12	3	8	2
Cc1ccc(-c2ccc(CN3C(C)C(=O)N(Cc4cn(CCC5OCCO5)nn4)CCS3(=O)=O)cc2)cc1 (stereo not drawn)
    -5	0.8	0.0	-7	.	-1.1	1	1	-6	-1
N#Cc1c(N)nc2c(c1-c1ccncc1)CCCC2
    -1	0.0	0.4	-2	-3	-0.9	-10	-2	-3	-1
COc1ccccc1-c1cc(-c2ccccc2)nc(SCC(=O)O)c1C#N
    -2	0.9	0.9	-1	-11	-0.1	0	39	-2	-2
CCOc1ccc(NC(=O)CSc2ncn[nH]2)cc1
    1	0.1	0.5	-3	-10	-0.5	11	2	-1	-1
CC1(C)C(O)=C(c2nc3ccccc3[nH]2)C(=N)N1c1ccccc1
    5	-1.0	-0.3	-12	-5	-1.1	-9	3	-7	-3
COc1ccc(N2C(=O)CC(c3ccccc3)CC2=O)cc1
    1	-1.4	0.1	-2	-3	-0.1	0	-1	-8	1
CN(C)c1ccc(-c2ccnc3c2CC(C)(C(=O)Nc2ccccc2)O3)cc1 (stereo not drawn)
    -5	-0.3	1.1	-7	.	-0.2	0	0	-8	1
COCCn1c(-c2ccc(OC)cc2)cnc1N
    -5	0.6	0.8	-3	-7	-0.8	-8	0	3	2
Nc1nnc(SCC(=O)Nc2nnc(-c3ccccc3)o2)s1
    13	1.9	-0.6	-4	-4	-0.2	8	5	4	-3
CCOC(=O)c1[nH]c(C)c(C(=O)OCc2ccc(C)cc2)c1C
    8	0.2	-0.6	-1	-5	-0.4	-7	-2	6	0
N#C/C(=C\c1ccc(-c2cccc([N+](=O)[O-])c2)o1)C(=O)N1CCOCC1
    1	2.5	1.5	-12	0	-1.2	20	-20	-9	-1
COc1ccc(CN2CCN(C(C)C)C(CCO)C2)cc1Cn1cncn1 (stereo not drawn)
    1	2.5	2.5	-2	-5	0.2	-1	-2	6	0
CC1Sc2ccc(C#N)cc2N(Cc2cccc(C(F)(F)F)c2)C1=O (stereo not drawn)
    10	0.8	5.4*	-1	.	-0.5	-6	2	6	0
CCCCNC(=S)NCCN1CCCCC1
    1	-4.7	0.0	-4	-5	-1.7	18	-2	-4	2
CC1Sc2ccc(S(=O)(=O)N3CCC(C(=O)NCC(C)c4ccccc4)CC3)cc2NC1=O (stereo not drawn)
    -2	0.6	1.2	-2	-11	-0.1	0	-1	-4	-2
COc1ccc(N(CC(=O)Nc2cccc(N(C)S(C)(=O)=O)c2)S(=O)(=O)c2ccc(C)cc2)cc1
    -2	0.0	0.3	-1	-9	-0.5	1	0	0	1
O=C1CCC2=C(CCCC2=O)N1
    1	-1.3	0.6	-5	-1	-0.6	-10	5	-1	-4
COc1c(Cl)cc(-c2noc(C)c2C(=O)NC(C)C)cc1Cl
    0	-0.7	-0.8	-1	-12	-0.2	-1	-4	10	-2
CN(C)S(=O)(=O)c1ccc(NC(=O)c2cc3ccccc3o2)cc1
    -2	0.0	-0.5	-13	0	-1.2	-8	1	-12	-5
CC(=O)c1cccc(OCC(=O)N(C)CC(=O)NCc2ccco2)c1
    96*	0.2	-0.5	-3	81*	-0.4	-57	17	2	9
CCOC(=O)CC1C(=O)NCCN1C(=O)Nc1ccccc1 (stereo not drawn)
    3	0.3	0.4	-4	-11	-0.9	-1	2	-6	1
O=C(CCCOc1ccc(Cl)cc1Cl)Nc1cc(S(=O)(=O)N2CCOCC2)ccc1N1CCOCC1
    -8	0.6	-0.2	-2	-9	-0.4	1	1	2	0
CON(C)c1nc(C2CCCCC2)c2cc(C)ccc2n1
    7	2.4	-0.2	-3	0	0.1	16	5	-7	-4
O=C(Nc1ccc(Oc2ccccc2)nc1)C1CCCCN1Cc1cccc(O)c1 (stereo not drawn)
    2	-0.3	0.9	-2	-4	-0.1	6	-3	3	-1
O=C(CNC(=O)N1CC(=O)Nc2ccccc21)Nc1nccs1
    1	-0.8	-1.0	-1	-8	0.8	10	3	-14	2

# Part of the list above in order of SMILES length, rising:
# Fields – DNMT1 block	LMPTP inh	MsrA inh	bovine MsrA act	Scp1 inh	TbMetRS inhib	CendR NRP1 mod	SUMO1 PPI mod	E coli Lon inh	STEP inh
O=C1CCC2=C(CCCC2=O)N1
    1	-1.3	0.6	-5	-1	-0.6	-10	5	-1	-4
CCOC(=O)CC1C(=O)NCCN1C(=O)Nc1ccccc1 (stereo not drawn)
    3	0.3	0.4	-4	-11	-0.9	-1	2	-6	1
COc1ccc(N(CC(=O)Nc2cccc(N(C)S(C)(=O)=O)c2)S(=O)(=O)c2ccc(C)cc2)cc1
    -2	0.0	0.3	-1	-9	-0.5	1	0	0	1

# New compounds follow.
# Fields – DNMT1 block	LMPTP inh	MsrA inh	bovine MsrA act	Scp1 inh	TbMetRS inhib	CendR NRP1 mod	SUMO1 PPI mod	E coli Lon inh	STEP inh
COC(=O)CSc1nnc2c3c4c(sc3nc(-n3nc(C)cc3C)n12)COC(C)(C)C4
    -3	-0.6	1.2	-2	-5	-0.4	-8	4	0	-2
O=c1oc(C2(O)CCCCC2)cc2ccc(/C=C/c3ccc(F)cc3)cc12
    -9	-1.4	0.0	-3	3	-0.4	8	-3	-13	1
COc1cccc(OC)c1OCCCSc1nc(C)cc(=O)[nH]1
    2	-0.7	-0.2	-1	-4	-1.0	17	-2	0	-1
COc1ccc2c(c1)CCc1c-2nc2ccccc2c1N1CCOCC1
    1	25	0.7	-5	-11	-0.1	-5	-2	0	1
COc1cccc(NS(=O)(=O)c2c(C)cc(C)cc2C)c1
    -7	0.4	0.1	-1	-8	0.0	-1	-2	7	-4
COc1ccc(NC(=O)CSc2nnnn2C)c([N+](=O)[O-])c1
    1	-0.7	2.0	-5	-9	-0.1	-1	-24	-1	-1
CN(C)c1cccc(C(=O)N/N=C/c2ccccc2F)c1
    -1	-1.1	0.7	-3	6	1.9	-4	-2	3	2
Cc1c(NC(=O)CN2CC(C)OC(C)C2)c(=O)n(-c2ccccc2)n1C (stereo not drawn)
    2&3	-8.2&-1.0	-0.7&-0.2	-1&2	-15&-5	-0.3&0.3	1&-1	-12&3	-3&-6	3&4
CCOCCCNC(=O)C(c1ccc(Cl)cc1)N1CCN(C(=O)c2ccco2)CC1 (stereo not drawn)
    -2	-0.9	2.1	1	2	-0.2	9	0	1	-4
CN(C(=O)CSc1nnnn1-c1ccccc1)C1CCCCC1
    1	0.1	0.5	7	-7	-0.4	14	-1	-3	-1
Cc1ccccc1NC(=S)NNC(=O)c1cccc(Br)c1
    -2	-0.1	2.4	-3	-17	-0.1	-4	0	1	2
CCCC(=O)NC(=S)Nc1nc(-c2ccc(OC)cc2)cs1
    5	-1.5	0.5	2	-10	0.6	7	2	-10	2
CC(C)=CC1C(C(=O)NCCOc2ccccc2)C1(C)C (stereo not drawn)
    0	2.9	0.3	-2	-12	-0.2	8	2	0	2
Cc1ccc(S(=O)(=O)NCC2CCC(C(=O)NCCCN3CCC(C)CC3)CC2)cc1 (stereo not drawn)
    4	-1.6	-1.2	-1	.	0.2	-4	0	-7	-2
CCCN1CCN(C(=O)C2CCN(S(=O)(=O)c3ccc4c(c3)oc(=O)n4C)CC2)CC1
    0	0.3	0.6	-3	3	-0.3	4	15	-3	-2
CC(NS(=O)(=O)c1cn(C)c(=O)n(C)c1=O)c1ccccc1 (stereo not drawn)
    2	-2.2	-0.3	-5	-7	-0.1	26*	0	5	-2
Cc1cc(C)n(CC(=O)NNC(=O)COc2ccc(Br)cc2F)n1
    1	-1.1	-0.2	2	-5	-0.4	-7	2	2	-3
CCOC(=O)NC1(C(F)(F)F)C(=O)NC(C)=C1C#N (stereo not drawn)
    0	-1.2	-0.7	-3	-9	-0.9	-1	-4	-11	-4
